Source: PubChem BioAssay (several laboratories)
CHT allo act = CHT positive allosteric modulators, primary screen, cell-based, membrane potential dye, choline EC20. High affinity choline transporter 1 (Homo sapiens), Q9GZV3. CHT-expressing cells; hits give high values; LV-AA mutant CHT in HEK293 cells. B-score at 10 µM. actives 0.49% (n = 310,000). AID 488977, 2010;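 active = initial fluorescence not abnormally high and integrated response B-score, plate-corrected, over 3 SD above library mean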
Target sequence (Q9GZV3 whole entry, looked up): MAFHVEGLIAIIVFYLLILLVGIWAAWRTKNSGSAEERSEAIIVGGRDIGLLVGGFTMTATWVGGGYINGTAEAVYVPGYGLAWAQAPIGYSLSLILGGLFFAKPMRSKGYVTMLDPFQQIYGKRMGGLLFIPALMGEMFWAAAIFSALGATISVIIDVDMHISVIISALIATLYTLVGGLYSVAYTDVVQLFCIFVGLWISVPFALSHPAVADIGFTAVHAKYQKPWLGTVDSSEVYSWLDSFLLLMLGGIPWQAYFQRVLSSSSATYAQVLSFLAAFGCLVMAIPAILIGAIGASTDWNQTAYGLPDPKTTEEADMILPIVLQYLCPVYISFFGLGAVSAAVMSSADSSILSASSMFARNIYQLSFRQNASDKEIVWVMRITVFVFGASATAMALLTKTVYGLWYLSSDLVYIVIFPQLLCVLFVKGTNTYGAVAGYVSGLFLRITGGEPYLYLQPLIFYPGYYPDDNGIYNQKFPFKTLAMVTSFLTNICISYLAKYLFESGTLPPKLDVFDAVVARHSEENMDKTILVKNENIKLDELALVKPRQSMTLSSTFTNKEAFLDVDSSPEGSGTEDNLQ
CHT block = inhibitors of human choline transporter CHT. High affinity choline transporter 1 (Homo sapiens), Q9GZV3. CHT-expressing cells, membrane potential dye, choline response; hits give low values. B-score at 10 µM. actives 0.86% (n = 310,000). AID 488975, 2010;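 active = B-score over 3 SD under the library average, and starting fluorescence ratio not unusually high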;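 also: choline stimulus applied at its EC90 after an EC20 pre-addition; B-score computed on integrated fluorescence ratio after choline addition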
STK33 kinase inh = inhibitors of purified STK33 kinase, primary screen, biochemical, ADP-Glo luminescence, homogeneous, cell-free; Serine/threonine-protein kinase 33 (Homo sapiens), Q9BYT3; MBP phosphorylation; inhibition, % at 10 µM; actives 0.073% (n = 320,000); AID 2661, 2010;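 active = inhibition at or above 25%, using the most active replicate where run in duplicate; inactive = inhibition below 25%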
Target sequence (Q9BYT3 whole entry, looked up): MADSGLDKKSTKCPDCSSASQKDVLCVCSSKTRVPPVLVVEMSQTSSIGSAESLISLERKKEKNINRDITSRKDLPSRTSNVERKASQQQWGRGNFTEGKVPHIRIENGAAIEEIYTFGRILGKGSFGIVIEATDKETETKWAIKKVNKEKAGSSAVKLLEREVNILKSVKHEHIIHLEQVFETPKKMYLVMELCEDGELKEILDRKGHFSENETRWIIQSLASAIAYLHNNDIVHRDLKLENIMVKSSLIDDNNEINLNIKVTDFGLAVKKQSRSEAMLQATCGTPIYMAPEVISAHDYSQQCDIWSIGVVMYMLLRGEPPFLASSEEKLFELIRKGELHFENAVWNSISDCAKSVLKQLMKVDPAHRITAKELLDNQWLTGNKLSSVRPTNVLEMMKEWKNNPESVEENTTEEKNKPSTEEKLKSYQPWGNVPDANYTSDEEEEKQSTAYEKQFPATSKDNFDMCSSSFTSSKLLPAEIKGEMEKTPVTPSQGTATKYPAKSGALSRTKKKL
Starred values were filed as active, the others as inactive; i = inactive; & = joins results of further samples. These rows are one share of the data; the hit share may differ from the screen's.

Results follow in this order: CHT allo act | STK33 kinase inh | CHT block
NC(Cc1cc(O)c(O)cc1O)C(=O)O (stereo not drawn)
→ i | -1.9 | i
OC1/C(=C/c2ccccc2F)N2CCC1CC2 (stereo not drawn)
→ i | -2.5 | i
Oc1cccc2nc3ccccc3nc12
→ i | 0.1 | i
CCN1C(=O)C(=Cc2c(C)n(CC(=O)NCC3CCCO3)c3ccccc23)C(=O)N(CC)C1=S (stereo not drawn)
→ i | -0.4 | i
O=c1[nH]c(O)c(C=Nc2ccccc2Oc2ccccc2)c(=O)[nH]1
→ i | -1.3 | i
C[n+]1ccc(-c2cc[n+](C)cc2)cc1
→ 11* | -0.4 | i
CC1(C)CC(=O)C(C=NCCN2CCN(C(=O)Cc3ccc(F)cc3)CC2)=C(O)C1
→ i | -0.2 | i
O=C(CN1CC(c2ccccc2)CC1=O)Nc1ccccc1 (stereo not drawn)
→ i | 4.1 | i
O=C(Cn1nc(Cc2cccnc2)c2ccccc2c1=O)N1CCC2(CC1)OCCO2
→ i | 2.1 | i
Cc1ccc2c(c1)N(C(=O)CCC(=O)N1CCC3(CC1)OCCO3)CC(C)O2 (stereo not drawn)
→ i | 0.8 | i
CC(C)C(=O)c1cn(Cc2ccc(C#N)cc2)c2ccccc12
→ i | 0.0 | i
COC(=O)C1=C(c2ccc(S(C)(=O)=O)cc2)C[C@@H]2CC[C@H]1N2C(=O)NCc1ccc(F)cc1
→ i | -2.0 | i
Cc1c(C(=O)N2CCC3(CC2)OCCO3)sc2ncnc(N(C)c3ccccc3)c12
→ i | 6.2 | i
C=CCN1C(=O)c2ccccc2Sc2ccc(C(=O)N3CCC4(CC3)OCCO4)cc21
→ i | -1.1 | i
CN1[C@@H]2CC[C@H]1CC(OC(=O)C1C=Nc3ccccc31)C2 (stereo partly drawn)
→ i | -0.4 | i
COC(=O)C1=C(c2ccc(S(C)(=O)=O)cc2)C[C@@H]2CC[C@H]1N2C(=O)N1CCC(C)CC1
→ i | 0.0 | i
COc1ccc(OC)c(/C=N/OC(=O)Nc2ccc(Cl)cc2)c1
→ i | -0.5 | i
CCOC(=O)C1C(=O)N(C)C2(C)CC1c1ccccc1O2 (stereo not drawn)
→ i | -1.2 | i
Cc1onc(-c2ccccc2)c1C(=O)N1CCC2(CC1)OCCO2
→ i | -1.2 | i
CC1=C(C(=O)O)N2C(=O)[C@@H](NC(=O)CCCC(=O)O)[C@H]2SC1
→ i | -1.8 | i
Cn1cccc1CN1CCN(C(=O)COc2ccccc2)CC1
→ i | 1.0 | i
CCN(CC)P(=O)(NC(=O)C(Cl)(Cl)Cl)N(CC)CC.[Cl-].[Cl-].[Cl-].[Nd+3]
→ i | -0.5 | i
COC(=O)C1=C(N)Oc2c(c(=O)oc3ccccc23)[C@]12C(=O)N(C)c1ccccc12
→ i | -1.1 | i
C/C(=C\c1ccc(N(C)C)cc1)[N+](=O)[O-]
→ i | 0.8 | i
COc1ccc(NC(=O)N2C[C@@H]3C[C@@H](C2)c2cccc(=O)n2C3)cc1
→ i | 8.0 | i
O=c1oc2ccccc2c(O)c1[C@H]1c2ccc(O)cc2Oc2c1c(=O)oc1ccccc21
→ i | 0.3 | i
CCCNC(=O)N1[C@H]2CC[C@@H]1C(C(=O)OC)=C(c1ccc(S(C)(=O)=O)cc1)C2
→ i | -0.4 | i
COc1cc2c(cc1OC)C(C(=O)NC(C)C)C1CCCCN1C2=O (stereo not drawn)
→ i | 1.3 | i
N/C(=N/[N+](=O)[O-])N1CCN(C(=O)c2ccc(Cl)cc2)CC1
→ i | 0.4 | i
COc1ccccc1N1C(=O)CC(=O)NC1=O
→ i | 1.7 | i

Given field by field: part of the list above
> COc1ccc(OC)c(/C=N/OC(=O)Nc2ccc(Cl)cc2)c1
  CHT allo act: i
  STK33 kinase inh: -0.5
  CHT block: i
> CCOC(=O)C1C(=O)N(C)C2(C)CC1c1ccccc1O2 (stereo not drawn)
  CHT allo act: i
  STK33 kinase inh: -1.2
  CHT block: i

(continued)
Results follow in this order: CHT allo act | STK33 kinase inh | CHT block
COc1ccc(OC)c(N2C(=O)NC(=O)C(CCc3ccncc3)(CCc3ccncc3)C2=O)c1
→ i | -0.7 | i
CN(C)CCNC(=O)c1cccn(Cc2cc(C(F)(F)F)cc(C(F)(F)F)c2)c1=O
→ i | 0.0 | i
CCCCNC(=O)Nc1ccc(C(O)(C(=O)OC)C(F)(F)F)cc1 (stereo not drawn)
→ i | 0.8 | i
O=C(O)CCn1cc(C=C2C(=O)NC(=O)NC2=O)c(-c2ccc(Br)cc2)n1
→ i | -4.5 | i
Cc1cc(OC(=O)c2cccs2)c2c3c(c(=O)oc2c1)CCCC3
→ i | -0.7 | i
Nc1c(C(=O)NCC2CCCO2)c2nc3ccccc3nc2n1Cc1ccco1 (stereo not drawn)
→ i | 5.2 | i
Cc1nnc2n1-c1ccc(Br)cc1C(c1ccccc1Cl)=NC2
→ i | 0.0 | i
O=P(O)(O)Cc1ccccc1OP(=O)(c1ccccc1)c1ccccc1
→ i | 0.9 | i
CCSc1cc(C2C(C#N)=C(N)Oc3n[nH]c(C)c32)c(C)o1 (stereo not drawn)
→ i | -0.6 | i
CN1C2C=C(N(C(=O)c3ccc(Cl)cc3)c3ccccc3)CC1CC2 (stereo not drawn)
→ i | -0.3 | i
CCCCCn1c(=O)c(C(=O)NCc2ccc(Cl)cc2)c(O)c2ccccc21
→ i | -1.0 | i
c1ccc(-c2[nH]c[n+](CC3CO3)c2-c2ccccc2)cc1 (stereo not drawn)
→ i | 0.9 | i
CCC(=O)N1CCN(CCN=Cc2c(O)n(C)c(=O)n(C)c2=O)CC1
→ i | 4.5 | i
CCOP(=O)(OCC)C(NC(=O)c1ccccc1Cl)=C(Cl)Cl
→ i | -0.5 | i
O=C1NC(=O)N(c2ccccc2)C(=O)/C1=C/c1ccc2c(c1)Cc1ccccc1-2
→ i | 0.0 | i
CCN(CC)CCN=Cc1c(O)n(Cc2ccccc2)c(=O)[nH]c1=O
→ i | -1.6&-2.2 | i
COc1ccccc1N1C(=O)NC(=O)/C(=C/c2ccc([N+](=O)[O-])s2)C1=O
→ i | -3.1 | i
Nc1ccc(C(=O)N/N=C2/CN3CCC2CC3)cc1
→ i | 0.5 | i
FC(F)(F)c1ccc(CN2CCNCC2)cc1
→ i | -1.4 | i
COc1ccc(C2SCC(=O)Nc3c2c(=O)[nH]n3C2CCCCCC2)cc1OC (stereo not drawn)
→ i | -2.0 | i
CCOc1cccc(N2C(=O)CC(=O)NC2=O)c1
→ i | -1.3 | i
O=C(Nc1ccc(Cl)cc1)Nc1nccs1
→ i | 0.6 | i
O=C(O)[C@H]1NC[C@H]2C[C@H]21
→ i | -0.5 | i
CCCCNC(=O)CN1C(=O)CN=C(c2ccccc2)c2ccccc21
→ i | -2.7 | i
O=[N+]([O-])c1ccccc1CN1CC=C(c2ccc(F)cc2)CC1
→ i | 1.5 | i
CC(C)CNC(=O)c1c(N)n(Cc2ccco2)c2nc3ccccc3nc12
→ i | 1.6 | i
CN1C(=O)CN=C(c2ccccc2Cl)c2cc(Br)ccc21
→ i | -1.4 | i
O=c1[nH]c(=O)n(-c2ccc(F)cc2)c(O)c1C=NCCN1CCCCC1
→ i | -1.8 | i
N#CCCn1cc(C=C2C(=O)NC(=O)NC2=O)c(-c2ccccc2)n1
→ i | -0.6 | i
CCCCOC(=O)C1=C(N)OC2=C(C(=O)CCC2)[C@]12C(=O)Nc1ccccc12
→ i | -0.2 | i
CC(C)(C)C(=O)c1cn(CC(=O)NCc2ccco2)c2ccccc12
→ i | 1.0 | i
C=Cn1ccnc1P(=S)(c1ccccc1)c1nccn1C=C
→ i | -0.3 | i
Cn1c(O)c(C(=Nc2ccccc2)SCc2ccccc2Cl)c(=O)n(C)c1=O
→ i | -2.4 | i
CC(=NCc1cccnc1)c1c(O)n(C2CCCCC2)c(=O)[nH]c1=O
→ i | -0.8 | i
CN1CCc2nc3sc(C(=O)NC4CC4)c(N)c3cc2C1
→ i | 1.1 | i
COc1cc(O)c(C(=O)O)c(-c2cc(O)c(O)cc2C)c1
→ i | 3.7 | i
CCC1=Nc2cc(C(=O)N3CCC4(CC3)OCCO4)ccc2Sc2ccccc21
→ i | 1.3 | i
C=CCn1c(O)c(C(C)=Nc2cc(OC)ccc2OC)c(=O)[nH]c1=O
→ i | 0.4 | i
C=CCN1CC[C@]23c4c5ccc(O)c4O[C@H]2/C(=N/NC(=O)c2ccccc2)CC[C@@]3(O)[C@H]1C5
→ i | -5.1 | i
CC1(C)N2CC3([N+](=O)[O-])CN1CC([N+](=O)[O-])(C2)C3
→ i | 0.8 | i
CC1CCC2C(C)C(=O)OC3OC4(C)CCC1C32OO4 (stereo not drawn)
→ i | -0.2 | i
COc1ccc(N/N=C/c2c(O)n(-c3cccc(C)c3)c(=O)[nH]c2=O)cc1
→ i | -0.6 | i
CCOC(=O)c1ccc(NC(=O)N2C[C@@H]3C[C@@H](C2)c2cccc(=O)n2C3)cc1
→ i | -1.1 | i
CCN1CCN(C(=O)Cc2ccccc2OC)CC1
→ i | -1.8 | i
COc1ccc(CN2CCN(Cc3ccccc3)CC2)c(OC)c1
→ i | -0.7 | i
C=CCN1C(=O)NC(=O)C(CCc2ccncc2)(CCc2ccncc2)C1=O
→ i | 0.3 | i
O=C(COc1ccccc1)N1CCN(CC(O)COc2ccccc2)CC1 (stereo not drawn)
→ i | 0.8 | i
COC(=O)C(Cc1ccc(N(CCCl)CCCl)cc1)N=Cc1ccccc1O (stereo not drawn)
→ i | 0.0 | i
O=C(N/N=C/c1c(O)n(CCc2ccccc2)c(=O)[nH]c1=O)c1ccccc1O
→ i | -0.6 | i
NNC(=O)CN1C(=O)CN=C(c2ccccc2)c2cc(Br)ccc21
→ i | -0.8 | i
O=P(N[C@@H](c1ccccc1)[C@@H]1C[C@H]1CO)(c1ccccc1)c1ccccc1
→ i | -1.2 | i
O=C1C2CCCN2C(c2ccc(Cl)cc2)N1c1ccccn1 (stereo not drawn)
→ i | -1.0 | i
CCN1CCN(S(=O)(=O)c2cnc(Cl)c(Br)c2)CC1
→ i | -1.2 | i
O=C(CNC1CCCCC1)N1CCC2(CC1)OCCO2
→ i | 0.8 | i
CCCCC(C)C(OC(=O)CC(CC(=O)O)C(=O)O)C(CC(C)CC(O)CCCCC(O)CC(O)C(C)N)OC(=O)CC(CC(=O)O)C(=O)O (stereo not drawn)
→ i | -0.4 | i
CCCCN1C(=O)NC(=O)/C(=C/c2cnc(SC)nc2)C1=O
→ i | 0.1 | i
COc1cc(C)c(-c2nc(CN3C[C@@H]4C[C@@H](C3)c3cccc(=O)n3C4)c(C)o2)cc1C
→ i | -1.2 | i
O=P(C(Cl)Cl)(N1CCCCC1)N1CCCCC1
→ i | -1.6 | i
CN(C)C(=O)Oc1ccc(NC(=O)N2CCOCC2)cc1
→ i | -2.2 | i
Oc1ccc(-[n+]2c(-c3ccccc3)cc(-c3ccccc3)cc2-c2ccccc2)cc1
→ 9.8* | 1.8 | i

Whole records from above.
O=C(CNC1CCCCC1)N1CCC2(CC1)OCCO2 is listed as CHT allo act = i; STK33 kinase inh = 0.8; CHT block = i
CCN1CCN(S(=O)(=O)c2cnc(Cl)c(Br)c2)CC1 is listed as CHT allo act = i; STK33 kinase inh = -1.2; CHT block = i

Further results follow.
Results follow in this order: CHT allo act | STK33 kinase inh | CHT block
CCC(=NCCO)c1c(O)n(C2CCCCC2)c(=O)[nH]c1=O
→ i | 0.3 | i
NCCc1c(Cc2ccccc2)[nH]c2ccccc12
→ i | 1.1 | i
C/C(=N\N1CCCCCC1)c1c(O)n(-c2ccccc2)c(=O)[nH]c1=O
→ i | -2.0 | i
C=CCOC(=O)C1=C(C)OC(N)=C(C#N)[C@@]12C(=O)N(CC(N)=O)c1ccccc12
→ i | -0.6 | i
C[C@]12CCC3C(CCC4=C/C(=N/OCC(=O)NC(CCC(=O)O)C(=O)O)CC[C@@]43C)C1CCC2O (stereo partly drawn)
→ i | -0.6 | i
O=[N+]([O-])c1ccccc1CNCCc1c[nH]c2ccccc12
→ i | -1.3 | i
O=C(C(=C1N(Cc2ccc(Cl)nc2)CCN1Cc1ccc(Cl)nc1)[N+](=O)[O-])C(Cl)Cl
→ i | -0.5 | i
CCc1nc2ccc(Br)cc2c(=O)n1-c1ccccc1C(F)(F)F
→ i | 0.3 | i
CN1CCCN(C(=O)COc2ccc(F)cc2F)CC1
→ i | -1.0 | i
COC(=O)N1C(c2ccccc2)C1c1ccccc1 (stereo not drawn)
→ i | -1.8 | i
COc1ccc(OC)c2c1CCC1NCCOC21 (stereo not drawn)
→ i | -0.4 | i
CCCC/C(C)=C/[C@@H](NP(=O)(c1ccccc1)c1ccccc1)c1ccccc1
→ i | -0.6 | i
COc1cc(N2CCOCC2)ccc1/C=C1\C(=O)NC(=O)N(Cc2ccc3c(c2)OCO3)C1=O
→ i | 0.6 | i
Cc1nc2ccccc2c(=O)n1-c1ccc(Br)cc1[N+](=O)[O-]
→ i | 2.4 | i
O=C(Nc1ccccc1)c1c(O)[nH]c(=S)[nH]c1=O
→ i | 0.6 | i
O=C(O)c1c[nH]c2ccc(S(=O)(=O)N(CCCl)CCCl)cc12
→ i | 10 | i
CCC(=NCCO)c1c(O)n(-c2ccccc2)c(=O)[nH]c1=O
→ i | -2.5 | i
O=C1NC(=O)C(=Cc2cc3c(cc2[N+](=O)[O-])OCO3)C(=O)N1
→ i | -2.1 | i
CCn1c(C)c(C(=O)Nc2ccc(OC)cc2)c2cc(OC)ccc21
→ i | 0.1 | i
COc1ccc(C(=O)Oc2cccc3cccnc23)cc1S(=O)(=O)N1CCOCC1
→ i | -0.9 | i
